Compound activity (PubChem BioAssay)
GlmU inhibition: inhibition of mycobacterial GlmU enzyme – biochemical, glucosamine-1-phosphate acetyltransferase (AID 1376). M. tuberculosis GlmU acetyltransferase enzyme assay; higher % means a stronger effect. actives 0.25% (n = 220,000). inhibition, %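 (tested at 30 µM in the primary screen)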; hits with a dose series show IC50 in µM; in the data active = inhibition above about 13%; inconclusive = no clear call, values can overlap the other calls;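 also: 0% = complete reaction with vehicle and 100% = reaction without substrate; strong numbers were not always called active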
RmlCD inh 1536: blocks M. tuberculosis RmlC and RmlD coupled enzymes | inhibition, % at 3.6 µM | actives 0.03% (n = 160,000) | AID 1533 | RmlC+RmlD coupled enzyme assay, percent inhibition; primary screen in compound mixtures; in the data active = inhibition mostly above about 34%, no sharp cut-off; inconclusive = no clear call, values can overlap the other calls; inactive = mostly below about 22%; also: some results filed as inactive read as strong as hits
Target sequence (P9WH09 whole entry, looked up): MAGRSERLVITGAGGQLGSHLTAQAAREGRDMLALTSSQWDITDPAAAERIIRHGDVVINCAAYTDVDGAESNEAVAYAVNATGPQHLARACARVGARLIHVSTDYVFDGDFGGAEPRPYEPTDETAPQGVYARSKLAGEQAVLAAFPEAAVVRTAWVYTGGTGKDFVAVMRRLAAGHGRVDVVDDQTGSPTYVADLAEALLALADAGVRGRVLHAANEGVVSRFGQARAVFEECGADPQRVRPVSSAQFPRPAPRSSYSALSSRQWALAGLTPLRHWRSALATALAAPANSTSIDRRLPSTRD
Target sequence (P9WH11 whole entry, looked up): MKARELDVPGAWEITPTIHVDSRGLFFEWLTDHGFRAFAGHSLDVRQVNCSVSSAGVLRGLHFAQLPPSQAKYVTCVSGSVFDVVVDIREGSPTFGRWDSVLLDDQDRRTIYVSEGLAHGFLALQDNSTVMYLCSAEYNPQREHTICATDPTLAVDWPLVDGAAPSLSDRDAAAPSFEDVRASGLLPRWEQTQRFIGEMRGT
An asterisk follows results filed as active; u = inconclusive; x = not tested or not shown; & = joins results of further samples. Some of the compounds tested. The share of hits here may be higher or lower than overall.

SMILES	GlmU inhibition	RmlCD inh 1536
Cc1nc2cc(-c3ccccc3)ccc2o1	-5.0%	x
COc1ccc(OC)c(NC(=O)CCN2CCN(c3ccccc3F)CC2)c1	2.5%	1
COc1ccc(CCNC(=O)CCSc2nc(-c3ccco3)cc(C(F)(F)F)n2)cc1	-2.4%	x
C=CCSc1nc2ccccc2n1C(=O)/C=C/c1cc(OC)c(OC)c(OC)c1	x	-6
Cn1cc(CN2CCC(N3CCNC(=O)CC3)CC2)c(-c2ccccc2F)n1	-4.0%	24
COC(=O)Cc1cc(=O)[nH]c(/N=C(\N)Nc2ccc(C)cc2C)n1	-0.1%	x
CC(CCc1ccccc1)NC(=S)NC1CCCCC1 (centres undefined)	-1.5%	x
Cn1cc(C=C2C(=O)CC(C)(C)CC2=O)c2ccccc21	-8.6%	80
COc1ccc(/C=c2/sc3n(c2=O)NC2(c4ccccc4)N(C)C(=O)N(C)C2(c2ccccc2)N=3)cc1 (centres undefined)	3.5%	8
CCOC(=O)CN(C(=O)CSc1nnc(Cc2ccccc2)n1-c1ccc(C)cc1)c1ccccc1	-1.1%	x
CCn1c2ccccc2c2nc3cc(S(=O)(=O)N4CCOCC4)ccc3nc21	x	7
Cn1c(CCNC(=O)C2CCCCC2)nc2cc(NC(=O)c3cccs3)ccc21	-2.0%	x
Cc1ccc2nc(C(O)C(O)c3nc4ccc(C)cc4[nH]3)[nH]c2c1 (centres undefined)	-0.6%	11
O=[N+]([O-])c1c(-c2cn[nH]c2)n[nH]c1-c1cn[nH]c1	1.5%	5
CSc1nn2c(C(F)(F)F)cc(C(F)(F)F)nc2c1C(=O)O	-2.6%	x
O=C(O)C1=C[C@H](c2ccc(C(F)(F)F)cc2)C[C@H](OCc2ccc(CO)cc2)O1	-3.6%	x
S=C1NC2(CCCCC2)Cc2ccccc21	-4.1%	x
O=C1c2ccccc2N2C(=O)c3ccccc3[C@H]2N1c1ccccc1	-1.5%	8
O=C(Nc1cccc(-c2nc3ncccc3o2)c1)c1cc2ccccc2o1	7.7%	u
O=C(O)CC(NC(=O)C12CC3CC(CC(C3)C1)C2)c1cccc([N+](=O)[O-])c1 (centres undefined)	-3.9%	-15
CC(Sc1nnc(Cn2c(=O)sc3ccccc32)n1C)c1ccccc1 (centres undefined)	-1.1%	-7
O=C(Nc1ccccc1C(=O)NCc1ccccc1)c1ccccc1Br	6.0%	-6
Cc1ccc(C(C(=O)NC2CCCC2)N(C(=O)Cc2cccs2)c2ccc3c(c2)OCCO3)cc1 (centres undefined)	2.6%	9
CC1=C(C)CC(C(=O)NCCc2ccccc2)C(C(=O)O)C1 (centres undefined)	0.3%	8
C=CCC(NC(C)c1ccccc1)c1ccco1 (centres undefined)	1.1%	-6
CC(=O)c1cnn(-c2ccc(Cl)c(Cl)c2Cl)c1C	2.7%	-7
CCCCCn1c(=O)c(C(=O)c2ccccc2)nc2ccccc21	-0.3%	14
CCOC(=O)CC(NS(=O)(=O)c1ccc(OC)c(OC)c1)c1cccc([N+](=O)[O-])c1 (centres undefined)	3.5%	-4
O=C1CCN=C(Nc2ccc(F)cc2)N1Cc1ccccc1	-5.2%	2
CCn1c(-c2ccsc2)nc2c1c(=O)[nH]c(=O)n2Cc1ccccc1	-5.8%	-7
COc1cccc(NC(=O)CN(C)C(C)C(=O)Nc2ccc(S(=O)(=O)N3CCCC3)cc2)c1 (centres undefined)	-6.4%	-11
CC(=O)Nc1ccc(N2C(=O)CSC2c2ccc(F)cc2)cc1 (centres undefined)	-0.9%	x
COc1ccc(-c2nn3c(-c4ccccc4)nnc3s2)cc1OC	2.8%	-2
COC(=O)c1ccsc1NC(=O)CSc1nnnn1Cc1ccccc1	-4.3%	-8
CC(=O)Nc1nonc1-c1nc2ccccc2n1Cc1ccccc1	0.0%	0
CC(C)(C)Nc1nc(N2CCCC2)nc(N2CCCC2)n1	-4.9%	57
CCn1c(SCC(=O)Nc2ccccc2)nc2c1c(=O)n(C)c(=O)n2C	-4.2%	x
CCCNC(=O)C1CCN(S(=O)(=O)c2ccc(-c3nn[nH]n3)cc2)CC1	4.2%	x
CCC(C)(C)c1ccc(OCCCC[n+]2ccc(C)cc2)c(C(C)(C)CC)c1	-18%	12
C/C(Cn1cnc([N+](=O)[O-])n1)=N\NC(=O)c1cccnc1	1.5%	2
NNC(=O)CSc1nc(-c2ccccc2)cn1-c1ccccc1	3.4%	5
Cc1[nH]n(-c2ccccc2)c(=O)c1/C=N/N(c1ccccc1)c1ccccc1	-2.7%	7
CCOc1ccccc1Nc1cc(C)nc2nnnn12	7.4%	9
Cc1cccn2c(NCc3ccc4c(c3)OCO4)c(-c3ccc(O)cc3)nc12	-6.3%	8
Cc1ccc(S(=O)(=O)N(CC(O)CN2CCCCC2)c2ccccc2)cc1 (centres undefined)	-2.5%	4
C=C(C)c1cccc(C(C)(C)NC(=O)N2CCCC2)c1	-4.9%	x
Cc1cccc(NC(=O)CSc2nnc(C)n2Cc2ccccc2)c1	-3.5%	31
O=C(O)c1ccccc1CSc1nc2ccccc2n1Cc1ccccc1C(=O)O	2.5%	-14
CCOc1ccc(NC(=O)Nc2ccc3c(c2)nnn3C)cc1	3.6%	x
CCOC(=O)c1c(C)[nH]c(C(C)=O)c1C	5.8%	6
Cn1nc(-c2ccc(C(=O)NCCO)cc2)c2ccccc2c1=O	1.2%	-5
O=C(OCCCCN1C(=O)c2ccccc2C1=O)c1ccc(S(=O)(=O)N2CCCC2)cc1	2.5%	x
Cc1cccc(N/C=C/C(=C(C#N)C#N)N(C)C)c1	-3.2%	1
CCOC(=O)NC(=O)c1cn(Nc2ncc(C(F)(F)F)cc2Cl)c(=O)[nH]c1=O	3.5%	10
O=C(NCC1CCCO1)c1ccc(CS(=O)(=O)c2ccc(Br)cc2)o1 (centres undefined)	-4.0%	-5
CCC(=O)NC(=S)Nc1cccc(NC(=O)CC)c1	3.4%	x
CCOc1ccc2[nH]c(C)c(CN(C)C)c(=O)c2c1	3.9%	88
NC(=O)C1(N2CCCCC2)CCN(C(=O)CSc2nc3ccccc3[nH]2)CC1	1.0%	x
Cc1ccc(N2C(=O)C3ON(c4ccccc4)C(c4ccncc4)C3C2=O)c(C)c1 (centres undefined)	-0.7%	6
COc1cc(OC)c2c(-c3ccccc3)cc(=O)oc2c1C(CCN1CCN(c2ccccc2)CC1)c1ccc(N(C)C)cc1 (centres undefined)	7.2%	x

Compound profiles (already shown). Values in the order: GlmU inhibition	RmlCD inh 1536
Cc1ccc(S(=O)(=O)N(CC(O)CN2CCCCC2)c2ccccc2)cc1 (centres undefined) as listed: -2.5%	4
COc1cc(OC)c2c(-c3ccccc3)cc(=O)oc2c1C(CCN1CCN(c2ccccc2)CC1)c1ccc(N(C)C)cc1 (centres undefined) as listed: 7.2%	x
O=C(O)c1ccccc1CSc1nc2ccccc2n1Cc1ccccc1C(=O)O as listed: 2.5%	-14
O=C(NCC1CCCO1)c1ccc(CS(=O)(=O)c2ccc(Br)cc2)o1 (centres undefined) as listed: -4.0%	-5
Cc1cccn2c(NCc3ccc4c(c3)OCO4)c(-c3ccc(O)cc3)nc12 as listed: -6.3%	8

(further entries)
SMILES	GlmU inhibition	RmlCD inh 1536
COc1ccc(/C=C2\CCCc3c2nc2ccccc2c3C(=O)O)cc1OC	6.9%	9
Fc1ccc(OCCCCCN2CCCC2)cc1	4.2%	-22
Cn1ccnc1SCC(=O)Nc1ccc(Oc2ccccc2)cc1	9.9%	x
Cc1nn(-c2ccc(F)cc2)c(Cl)c1/C=N/NC(=O)c1cccs1	-3.9%	9
O=C(C1CCN(S(=O)(=O)c2ccccc2)CC1)N1CCC2(CC1)OCCO2	-4.6%	7
CC(C)Oc1ccc(C(=O)Nc2nnc(SCC(=O)N3CCOCC3)s2)cc1	2.6%	8
CCOC(=O)c1ccccc1NC(=O)Cn1cnc2c(cnn2C(C)(C)C)c1=O	2.5%	x
CC(Oc1ccccc1)C(=O)Nc1cccc(NC(=O)c2ccco2)c1 (centres undefined)	-2.1%	-1
CSc1ccc(S(=O)(=O)NCc2ccccc2C)cc1	-4.9%	-6
CS(=O)(=O)c1ccc2nc(NC(=O)c3cc4ccccc4o3)sc2c1	4.0%	x
Cc1cc2oc(=O)cc(CN3CCN(S(=O)(=O)/C=C/c4ccccc4)CC3)c2cc1C	1.9%	-7
CC(N)C12CC3CC(C1)CC(C(C)N)(C3)C2 (centres undefined)	-0.7%	12
CC1=NN(c2ccccc2)C(=O)/C1=C\C=C1\N(C)c2ccccc2C1(C)C	2.3%	-9
Cc1ccc(-c2nnc(Nc3ccccc3)c3ccccc23)cc1S(=O)(=O)NCC1CCCO1 (centres undefined)	7.2%	0
CCCOC(=O)C1=C(C)NC2=C(C(=O)CCC2)C1c1cccc(OC)c1OC (centres undefined)	0.9%	9
CCOC(=O)N1CCN(C(=O)/C(=C\c2ccc(SC)cc2)NC(=O)c2ccccc2)CC1	-0.4%	4
COc1ccc(C(=O)c2cn[nH]c2-c2cc(Cl)ccc2O)cc1	4.5%	-6
Cc1ccnc(NS(=O)(=O)c2ccc(NS(=O)(=O)Cc3ccccc3)cc2)n1	1.7%	x
CCc1ccc(NC2=CC(=O)CC(c3ccco3)C2)cc1 (centres undefined)	-1.4%	-8
CCC(C)(C)C1CCc2c(sc(N)c2C(N)=O)C1 (centres undefined)	-4.5%	x
O=C(Nc1cccc(Cl)c1)Nc1ccccc1C(=O)NCc1ccco1	-6.8%	-2
CC(C)CCN1C(=O)CC(NNC(=O)c2ccc(S(=O)(=O)N3CCCC3)cc2)C1=O (centres undefined)	5.9%	-29
CCc1c(C)nc(SCC(=O)N2CCCCC2CC)[nH]c1=O (centres undefined)	7.9%	14
Cc1cc(N2CCCC2)ccc1/C=N/n1cnnc1	-4.3%	9
CC(C)n1c(Sc2nccn2C)nc2c1c(=O)n(C)c(=O)n2C	0.8%	-2
CC1CCN(CC(=O)N2CC(=O)Nc3ccccc32)CC1	-1.0%	x
COc1ccc(CCNc2nc(=O)[nH]nc2C)cc1OC	-1.1%	x
O=C(O)c1cc(CN2CCOCC2)oc1-c1ccccc1	-4.8%	-8
COC(=O)c1cc2sc(Cl)cc2n1CC(=O)NCCC(C)C	0.8%	x
Cc1cc(-c2ccco2)c(C#N)c2nc3ccccc3n12	-0.5%	-9
O=C(CSc1nc2[nH]ncc2c(=O)n1-c1ccccc1)NCCc1ccccc1	-1.0%	5
Cc1cc(C)n(CC(=O)N/N=C/c2cccs2)n1	4.7%	0
CCC(CC)NC(=O)Cn1c(C(C)NC(C)=O)nc2ccccc21 (centres undefined)	0.7%	x
O=C(NC1CCCC1)c1ccc(CNc2c(N3CCOCC3)c(=O)c2=O)cc1	5.6%	x
COc1ccc(C(=O)O)cc1S(=O)(=O)Nc1cccc(C(F)(F)F)c1	4.6%	7
O=c1c2ccsc2ncn1Cc1cccc(C(F)(F)F)c1	-0.1%	-1
COC(=O)c1sc2nc3c(c(-c4cccs4)c2c1N)CCCC3	-0.5%	x
Nc1ccn([C@H]2CC[C@@H](CO)O2)c(=O)n1	5.6%&-6.7%	-1
COC(=O)CCn1nc(-c2ccc(C)cc2)c2ccccc2c1=O	-0.4%	-10
CCCCC(CC(O)COCCC)c1n[nH]c(=S)n1-c1ccccc1 (centres undefined)	1.8%	3
COC(=O)c1ccc(COc2nc(C)cc(C)c2C#N)o1	-4.8%	11
COc1cc(C(=O)N/N=C/c2sc(=O)n(-c3ccccc3)c2Cl)cc(OC)c1OC	6.2%	-4
COc1ccccc1/C=N/N(C(C)=O)c1nc(-c2ccc(F)cc2)cs1	1.0%	26
COc1cccc(C2(O)CCN(Cc3ccncc3)CC2)c1	5.2%	12
Cc1ccccc1CNC(=O)CCc1ccccc1	-3.1%	-14
COc1ccc(C(=O)c2ccccc2)cc1	0.9%	1
CS(=O)(=O)Nc1ccc(C2=NN(S(=O)(=O)c3ccccc3)C(c3cccs3)C2)cc1 (centres undefined)	-3.2%	5
O=C(Nc1ccccc1N1CCOCC1)C1CCCCN1S(=O)(=O)c1ccccc1 (centres undefined)	0.7%	5
Cc1ccc(-c2c(=O)n(OCc3ccccn3)c3ccccc3[n+]2[O-])cc1	2.1%	x
Cc1nn(C)cc1CN1CCCC(C(=O)c2ccc(-c3ccccc3)cc2)C1 (centres undefined)	0.3%	x
Cc1ccc(C(=O)CCC(=O)O)cc1	-3.2%	-5
N#Cc1nc(COc2ccccc2)oc1N1CCN(c2cccc(Cl)c2)CC1	1.6%	10
CCCc1nc2ccccc2c(=O)n1CC(=O)c1ccccc1	-0.4%	x
CCC1(C)Cc2c(sc3c2c(=O)n(-c2ccccc2)c(=O)n3C)CO1 (centres undefined)	-1.2%	x

Reprinted at random: 5 records from the list
SMILES	GlmU inhibition	RmlCD inh 1536
CCC1(C)Cc2c(sc3c2c(=O)n(-c2ccccc2)c(=O)n3C)CO1 (centres undefined)	-1.2%	x
CS(=O)(=O)Nc1ccc(C2=NN(S(=O)(=O)c3ccccc3)C(c3cccs3)C2)cc1 (centres undefined)	-3.2%	5
COC(=O)c1ccc(COc2nc(C)cc(C)c2C#N)o1	-4.8%	11
COc1ccc(C(=O)c2ccccc2)cc1	0.9%	1
Cc1ccc(-c2c(=O)n(OCc3ccccn3)c3ccccc3[n+]2[O-])cc1	2.1%	x
